# From PubChem BioAssay
# CHRM5 PAM = human M5 muscarinic receptor positive allosteric modulators, primary screen, CHO-K1 cells, Fluo-8 calcium fluorescence. Muscarinic acetylcholine receptor M5 (Homo sapiens), P08912. activation, % at 3 µM. AID 624038, 2012. CHO-K1 hM5, ACh EC20 PAM; 0% = ACh EC20, 100% = ACh EC100. hit rate 0.3% among 360,000;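 active = activation above the run cutoff, the mean activation of all test compounds plus 3 SD, cut at about 18% in these data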
# Target sequence (P08912 whole entry, looked up): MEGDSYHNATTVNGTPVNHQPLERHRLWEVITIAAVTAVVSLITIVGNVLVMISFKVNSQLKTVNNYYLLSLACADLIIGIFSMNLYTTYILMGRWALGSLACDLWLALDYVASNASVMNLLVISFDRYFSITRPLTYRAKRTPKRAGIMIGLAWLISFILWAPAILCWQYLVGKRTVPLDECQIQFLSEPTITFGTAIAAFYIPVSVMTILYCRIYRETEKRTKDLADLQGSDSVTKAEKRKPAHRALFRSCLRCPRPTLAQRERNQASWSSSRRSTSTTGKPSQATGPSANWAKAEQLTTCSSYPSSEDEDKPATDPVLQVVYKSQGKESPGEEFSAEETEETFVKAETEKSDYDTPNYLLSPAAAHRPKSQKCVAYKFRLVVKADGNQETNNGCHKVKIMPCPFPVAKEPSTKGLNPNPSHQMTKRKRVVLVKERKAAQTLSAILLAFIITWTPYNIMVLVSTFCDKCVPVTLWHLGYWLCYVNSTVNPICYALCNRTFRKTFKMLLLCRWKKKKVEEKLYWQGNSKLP
#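 system = human M5 receptor in CHO-K1 cells | compound = one concentration, 3 µM final (nominal) | schedule = Post-acetylcholine fluorescence recording 140 s | signal = Fluo-8 calcium dye fluorescence, kinetic read | benchmarks = low control EC20 acetylcholine (0%), high control EC100 acetylcholine (100%) | repeats = singlicate, one well per test compound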
# TAAR1 antag = human TAAR1 antagonists, primary screen, Fluo-8 calcium fluorescence, CHO RD-HGA16 cells | Trace amine-associated receptor 1 (Homo sapiens), Q96RJ0 | antagonist | inhibition, % at 3 µM | hit rate 1.5% among 360,000 | AID 624466, 2012;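 active = inhibition above a per-plate cutoff, the mean inhibition of test compounds on that plate plus 3 SD, cut at about 49% in these data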;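 note: 0% = DMSO plus EC80 beta-PEA response and 100% = DMSO alone without agonist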
# Target sequence (Q96RJ0 whole entry, looked up): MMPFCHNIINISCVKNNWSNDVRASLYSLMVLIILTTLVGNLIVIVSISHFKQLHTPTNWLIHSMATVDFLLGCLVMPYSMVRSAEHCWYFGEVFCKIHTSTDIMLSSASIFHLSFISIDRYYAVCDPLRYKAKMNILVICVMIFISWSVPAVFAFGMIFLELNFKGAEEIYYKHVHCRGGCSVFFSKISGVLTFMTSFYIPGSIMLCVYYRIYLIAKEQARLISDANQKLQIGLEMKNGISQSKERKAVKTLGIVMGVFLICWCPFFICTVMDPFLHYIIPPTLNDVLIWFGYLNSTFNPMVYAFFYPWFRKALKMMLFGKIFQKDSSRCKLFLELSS
#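 test system = CHO RD-HGA16 cells bearing hTAAR1 | replication = singlicate | controls = DMSO-only wells and EC80 β-PEA-stimulated wells | reagent = EC80 β-phenethylamine stimulus | read-out basis = percent inhibition of PEA-evoked calcium signal, max/basal emission ratio | schedule = seeding 17-24 h prior, 75-min 37 °C, 30-min RT dye loading | signal = kinetic Fluo-8 calcium fluorescence measurement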
# CRFBP-R2 agonist = agonists of CRF-BP/CRF-R2 complex, primary screen, cell-based, HEK293, calcium dye fluorescence, uHTS; hit rate 0.46% among 350,000; CRF-binding protein / CRF receptor 2 complex (human); activation, % at 13.2 µM; AID 588473, 2011; calcium dye fluorescence (FLIPR); percent of saturating CRF peptide response;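 active = activation of at least 50%, plus an integration ratio under a set limit after plate pattern correction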;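 note: plate controls were neutral control wells without compound for no effect and CRF at EC100 for full effect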
# M5 ag = human M5 muscarinic receptor agonists, primary screen, CHO-K1 cells, Fluo-8 calcium fluorescence. Muscarinic acetylcholine receptor M5 (Homo sapiens), P08912. CHO-K1 hM5 cells; 0% DMSO wells, 100% maximal acetylcholine response. activation, % at 3 µM. hit rate 0.19% among 360,000. AID 624037, 2012;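 active = activation above the run's mean over test compounds plus 3 SD, cut at about 23% in these data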;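 note: signal is peak over basal fluorescence ratio across the kinetic read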
# TAAR1 ag = human TAAR1 agonists, primary screen, Fluo-8 calcium fluorescence, CHO RD-HGA16 cells; Trace amine-associated receptor 1 (Homo sapiens), Q96RJ0; vehicle wells 0%, saturating PEA agonist 100%; activation, % at 3 µM; hit rate 0.99% among 360,000; AID 624467, 2012;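 active = activation above the mean activation of all test compounds in the run plus 3 SD, cut at about 38% in these data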
#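 Repeats: no replicates (n 1) | Material: CHO-derived RD-HGA16 cells with stable Gα16 and human TAAR1 | Technique: Kinetic Fluo-8 calcium fluorescence | Schedule: 17-24 h seeding, 75 min 37 °C dye, 30 min RT | Evaluation: % activation from peak over basal fluorescence ratio, DMSO-to-PEA scaled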
# CHRM5 antagonist = human M5 muscarinic receptor antagonists, primary screen, CHO cells, Fluo-8 calcium fluorescence; Muscarinic acetylcholine receptor M5 (Homo sapiens), P08912; CHO-hM5 cells, ACh EC80; inhibition, % at 3 µM; hit rate 0.59% among 360,000;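 active = inhibition above a per-plate cutoff, the mean of that plate's test compounds plus 3 SD, cut at about 27% in these data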;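 note: 0% = acetylcholine EC80 with DMSO and 100% = DMSO without agonist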
# CHRM4 PAM = human M4 muscarinic receptor positive allosteric modulators, primary screen, CHO-K1 cells, Fluo-8 calcium fluorescence; Muscarinic acetylcholine receptor M4 (Homo sapiens), P08173; CHO-K1 hM4/Gqi5, ACh EC20; 0% = ACh EC20, 100% = maximal ACh; activation, % at 3 µM; hit rate 0.4% among 360,000;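 active = activation above its plate's cutoff, the mean activation of sample wells plus 3 SD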; note: some results filed as inactive read as strong as hits
# M1 PAM parental = nonselective calcium activators in parental CHO-K1 cells, primary screen, counter-screen for M1 PAM project, cell-based, Fluo-8 calcium fluorescence, full deck, 1536-well; AID 602247, 2012; hit rate 0.02% among 360,000; activation, % at 3 µM; ATP EC20; 0% at ATP EC20, 100% at ATP max;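 active = activation above the run cutoff, the mean activation of all test compounds plus 3 SD, cut at about 40% in these data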;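 note: peak over basal fluorescence ratio in a 140 s read after ATP addition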
# CRFR2-BP antag = antagonists of CRF-BP/CRF-R2 complex, primary screen, cell-based, HEK293, calcium dye fluorescence, uHTS; CRF-induced calcium fluorescence; inhibition, % at 11.8 µM; hit rate 0.59% among 350,000;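 active = inhibition of the ligand-induced calcium signal above about 50% at the single tested concentration, limit read from the data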
# * = called active by the depositor; · = not tested or not shown.
Compound,CHRM5 PAM,TAAR1 antag,CRFBP-R2 agonist,M5 ag,TAAR1 ag,CHRM5 antagonist,CHRM4 PAM,M1 PAM parental,CRFR2-BP antag
O=C(Nc1ccccc1)Nc1n[nH]c2nnc(-c3ccccc3)c(-c3ccccc3)c12,7,2,-0.8,6,7,3,3,23,-46
Cn1c(=O)c2c(SCC(=O)NCC3CCCO3)nc(-c3ccccc3Cl)nc2n(C)c1=O (stereo not drawn),-1,-13,-1.2,-2,0,-6,-4,-18,-2
O=C(COC(=O)c1cc[n+]([O-])cc1)Nc1ccc(Cl)cc1C(F)(F)F,0,·,0.7,0,·,1,16,9,10
CN(C)C(=O)C(=O)c1c(-c2ccccc2)cc2ccccn12,1,-8,-0.5,-2,4,17,15,5,-10
Cc1ccc(C(=O)c2c(C)oc3c2C(=O)C(=O)c2ccccc2-3)cc1,-8,·,-2.2,-5,·,12,-7,5,-6
CSC1=C(C#N)C(=O)NC(c2ccccc2O)S1 (stereo not drawn),9,-19,0.2,10,3,0,-12,2,-1
Cc1ccccc1NC(=O)Cc1cccc(C(F)(F)F)c1,-3,0,0.7,-5,13,1,-2,17,12
COc1cc(NC(=O)COc2cc(O)c3c(c2)OC(C)(C)CC3=O)cc(OC)c1OC,-25,70*,-3.0,13,11,43*,-10,-18,-9
Cc1ccc(C(=O)CSc2nnc(-c3ccco3)n2CC2CCCO2)cc1 (stereo not drawn),-4,8,0.1,8,3,4,2,4,10
COc1ccc(NS(=O)(=O)c2cc([N+](=O)[O-])ccc2N/N=C/c2c(C)[nH]c3ccccc23)cc1,1,3,51*,7,3,6,-3,5,-42
Cc1ccc(NC(=O)CCC(=O)NNC(=O)Cc2ccccc2)cc1C,4,-4,3.5,-1,5,-5,4,-9,-20
COc1ccc(-c2sc3ccccc3c2-c2ccc(OCCN(C)C)cc2)cc1,-13,47,3.2,-6,11,12,0,9,-12
COc1cccc(NC(=O)CCC2CCN(C(=O)C3CC=CCC3)CC2)c1 (stereo not drawn),6,-29,-3.2,0,1,6,6,19,-1
CSc1cccc(NC(=O)CCNS(=O)(=O)c2ccc3[nH]c(=O)oc3c2)c1,5,-14,2.9,0,0,-8,1,-20,-16
O=C(COc1ccc(Cl)cc1)NCc1ccncc1,3,1,-1.3,-2,0,1,6,7,7
COc1ccc(/C=C2\SC(=O)N(CCNC(=O)C3CCN(S(=O)(=O)c4cccs4)CC3)C2=O)cc1,-6,21,-2.8,0,9,6,-6,14,-1
O=C(CSCc1cccc(Cl)c1)OCc1nc2ccsc2c(=O)[nH]1,-2,-25,-3.1,3,3,-5,9,12,13
COc1ccc(NC(=O)c2cc(-c3cc(F)ccc3OC(C)C)n[nH]2)c(OC)c1,-6,-20,·,-1,-1,9,-6,-3,·
CC(=O)Nc1nnc(Cc2c[nH]c3ccccc23)s1,7,0,0.2,3,2,5,2,11,-10
CCN(CC)CCCNC(=O)c1cn(C)c2ccc(S(=O)(=O)N(C)C3CCCCC3)cc2c1=O,7,-25,1.8,-9,2,2,-4,-12,-3
COc1ccc(N(C)C(=O)c2cn(CC(C)C)c(=O)c3cc(OC)c(OC)cc23)c(OC)c1,0,-10,-1.2,-1,3,-2,1,4,0
CNC(=O)c1c(NC(=O)CS(=O)(=O)c2ccc(Cl)cc2)sc(C)c1C,-9,11,-3.4,4,4,5,0,-21,2
O=C(NC12CC3CC(CC(C3)C1)C2)C1CCCN1C(=O)NC1CCCCC1 (stereo not drawn),-7,-2,-0.5,-4,13,8,-1,16,-14
Cn1c(=O)c2[nH]c(CCC3CCCC3)nc2n(C)c1=O,1,5,1.6,3,1,12,3,-2,-45
CC[C@]12c3[nH]c4cc(-c5ccco5)ccc4c3CCN1C(=O)[C@@H](CC(=O)NC/C=C(\C)CCC=C(C)C)C[C@@H]2C(=O)N1CCN(C(=O)c2ccco2)CC1,2,·,0.3,1,·,-2,4,25,5
FC(F)(F)c1nnc2ccc(N3CCOCC3)nn12,-1,-5,0.2,2,8,-1,5,6,-9
CC(C)CNS(=O)(=O)c1ccc(CCC(=O)NCc2ccco2)cc1,8,-3,1.4,2,4,-5,-7,9,13
COc1cc(/C=C/C(=O)O)cc(S(=O)(=O)Nc2cc(C(F)(F)F)ccc2N2CCOCC2)c1OC,6,-13,0.2,1,-2,2,8,-1,1
COc1ccc2cc(C(=O)C3CCCN(C(=O)c4snnc4C)C3)ccc2c1 (stereo not drawn),-8,-9,-0.9,3,2,11,-16,-5,12
COc1ccc(-c2cc(C(=O)N(C)CC(=O)Nc3ccccc3Cl)c3ccccc3n2)cc1OC,-32,73*,-0.2,1,12,26,-15,-7,-13
Cc1ccc(S(C)(=O)=O)cc1C(=O)Nc1cccc(S(=O)(=O)N2CCCCCC2)c1,8,0,0.2,4,3,4,4,31,0
COC(=O)c1c(NC(=O)COC(=O)CCS(=O)(=O)c2ccc(C)cc2)sc(C)c1C,1,-28,0.1,-1,-1,0,-3,11,9
O=C1c2ccccc2S(=O)(=O)N1CC(O)COc1ccc(Cl)cc1 (stereo not drawn),-7,4,0.1,0,14,5,-2,1,-47
CC1CCN(S(=O)(=O)CCNC(=O)c2ccccc2)CC1,-1,4,-0.3,1,2,0,1,-3,-12
COc1ccc(/C=N/Nc2ncnc3sc4c(c23)CCCC4)cc1O,-5,9,-10.0,-2,-1,13,-1,-4,-23
Cc1cc(C(=O)COc2ccc(F)cc2Br)c(C)n1C1CC1,-3,-2,0.8,-7,-2,7,1,11,-19
O=C(/C=C/c1ccco1)N(c1ccccn1)c1ccccn1,0,17,0.3,2,6,3,-5,18,-4
O=C(Nc1ccc(F)cc1)c1cccc2c1C(=O)N(CC1CCCO1)C2 (stereo not drawn),1,-24,-6.2,1,1,0,5,13,20
CN(C)c1ccc(-c2nnc(-c3cccnc3)o2)cc1,-2,-2,-4.7,-1,4,-5,-7,4,3
CCOC(=O)CN1C(=O)C(CC)Oc2ccc(Cl)cc21 (stereo not drawn),-12,4,0.6,-5,12,10,1,17,1
Cc1ccc(O)c(C2=NNC(O)(C(F)(F)F)C2)c1 (stereo not drawn),-1,18,2.9,1,9,3,2,18,24
COc1ccc2c(CC(=O)NNC(=O)c3cccs3)coc2c1,6,0,0.8,-5,1,5,6,10,2
OC(C#CCN1CCOCC1)(c1ccccc1)C1CC1 (stereo not drawn),2,-3,0.2,-4,0,0,2,14,3
Cc1c(C(=O)NN)nc2ccccn12,1,13,0.5,2,0,-9,-5,-2,0
COc1ccccc1NC(=O)CN(c1ccc(C23CC4CC(CC(C4)C2)C3)cc1)S(C)(=O)=O,0,-24,-0.1,4,5,-3,6,25,-16
CC(=O)N(CCC(Cc1ccccc1)c1ccc2c(c1)OCO2)Cc1ccccc1F (stereo not drawn),2,-12,-1.3,-4,8,9,-5,8,-1
Cc1cccc(NC(=O)CSc2nc3ccccc3nc2N2CC(C)OC(C)C2)c1 (stereo not drawn),0,2,-1.1,0,-2,0,7,29,18
CN(C)c1ccc(O)c2c1CC1CC3C(N(C)C)C(=O)C(C(N)=O)=C(O)[C@@]3(O)C(=O)C1=C2O (stereo partly drawn),-1,-14,0.0,0,0,-4,6,20,0
CCOc1ccc(NS(=O)(=O)c2cccc(C(=O)N3CCN(C/C=C/c4ccccc4)CC3)c2)cc1,-9,33,0.4,5,10,4,-11,-15,-10
COCCCNC(=O)Cn1cc(C(C)=O)c2ccccc21,-4,-3,1.8,-1,14,5,2,11,-11
O=C(COC(=O)COc1ccccc1)Nc1ncc(Cl)cc1Cl,3,-5,-4.2,2,1,4,10,-23,-5
O=C(NCC1CC1)c1cc(-c2ccccc2)nn1CC1CC(c2cccc([N+](=O)[O-])c2)=NO1 (stereo not drawn),0,46,-2.6,6,10,-9,8,12,0
CCOC(=O)CSc1nccc(N(C)C)c1C#N,5,-4,-1.7,-2,8,-2,-3,13,3
Nc1c(Cl)ncnc1N1CCCC1,8,19,-0.7,3,8,-1,5,11,8
COc1ccc(N2CC(C(=O)N3CCN(C)CC3)CC2=O)cc1 (stereo not drawn),2,-16,-1.1,-2,6,9,-1,-8,5
COc1ccc(S(=O)(=O)NCCC(=O)N2CCCC2)cc1N(C)S(C)(=O)=O,-1,-6,3.2,-2,6,4,-1,-2,-10
CCn1c(=O)c(C(=O)CN2CCN(S(=O)(=O)c3cc(C)ccc3C)CC2)c(N)n(Cc2ccccc2)c1=O,2,-2,6.3,-3,0,-2,-3,17,-22
Cc1ccccc1Cn1cc(NS(=O)(=O)c2cn(C)nc2C)cn1,0,-22,-0.1,-5,2,4,1,-1,-3
CCOC(=O)N1CCN(C(=O)CCCCCn2c(=S)[nH]c3ccsc3c2=O)CC1,2,-33,5.5,-4,0,3,-5,-8,3
C=CC[N+](C)(C)CCN1C(=O)C2C(c3ccccc3)C=CC(c3ccccc3)C2C1=O (stereo not drawn),0,4,4.3,-4,-1,-4,-1,10,1

# More entries follow:
Compound,CHRM5 PAM,TAAR1 antag,CRFBP-R2 agonist,M5 ag,TAAR1 ag,CHRM5 antagonist,CHRM4 PAM,M1 PAM parental,CRFR2-BP antag
COc1ccc(Cl)cc1NC(=S)N1CCC(c2ccc(C)cc2)C1 (stereo not drawn),-3,12,-0.4,-8,1,9,-16,-10,38
CCC(=O)N1CCN(c2ccc(NC(=S)NC(=O)C(C)C)cc2)CC1,-3,-12,0.1,-3,5,-1,-2,10,-8
NC(=O)C[C@@H]1N[C@]2(C(=O)Nc3ccccc32)[C@@H]2C(=O)N(c3cc(C(F)(F)F)ccc3Cl)C(=O)[C@H]12,6,-9,0.0,1,8,-4,2,12,6
O=C(CCOc1cccc(Br)c1)Nc1ccc(F)c(S(=O)(=O)N2CCOCC2)c1,-12,28,1.2,2,18,2,-12,-12,4
